TcdB inh – inhibitors of Clostridioides difficile toxin B glycohydrolase; TcdB glycohydrolase enzymatic assay, plate reader; inhibition, % at 9.99 µM; 350,000 tested, 0.24% active; AID 652162; in the data active means inhibition above about 10%
VHR inh abs – blocks human VHR1 dual specificity phosphatase; P51452; recombinant VHR phosphatase, pNPP absorbance; inhibition, % at 13.3 µM; 290,000 tested, 0.52% active; AID 1654; in the data active means inhibition above about 50%; further: some compounds called inactive have numbers as strong as hits
Target sequence (P51452 whole entry, looked up): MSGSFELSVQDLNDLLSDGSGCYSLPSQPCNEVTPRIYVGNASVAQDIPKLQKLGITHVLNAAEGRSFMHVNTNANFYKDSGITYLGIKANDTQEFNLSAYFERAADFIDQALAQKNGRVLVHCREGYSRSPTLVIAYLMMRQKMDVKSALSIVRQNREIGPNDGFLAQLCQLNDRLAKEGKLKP
PfHsp40 yeast – rescue of PfHsp40-mediated yeast toxicity; S. cerevisiae expressing PfHsp40, growth rescue, ATP luminescence; growth rescue, % at 12.5 µM; 340,000 tested, 0.68% active; AID 504582; in the data active means growth rescue above about 28%, passing the limit was not always enough; inconclusive means no clear call, values can overlap the other calls;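 further: yeast W303a lacking pdr1 and pdr3 grown in galactose medium; growth measured after three days at 30 °C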
SARS 3CLpro inh – SARS-CoV 3CLpro protease inhibition; P0C6X7; recombinant SARS-CoV 3CLpro, quenched FRET peptide cleavage; inhibition, % at 6 µM; 290,000 tested, 0.14% active; in the data active means inhibition above about 12%
BoNT A protease – blocks Botulinum neurotoxin A light chain protease. multiplex microsphere protease substrate cleavage, flow cytometry. inhibition, % at 10 µM. 360,000 tested, 0.17% active. AID 588499; further: plate controls were buffer without enzyme for full effect and enzyme alone for no effect
Vc quorum ag – induces V. cholerae light production without autoinducers; AID 588436; 350,000 tested, 0.16% active; V. cholerae BH1578 lux reporter, luminescence, 6 h; activation, % at 18.7 µM; in the data active means activation mostly above about 9.7%, no sharp cut-off; inconclusive means no clear call, values can overlap the other calls; inactive means mostly below about 3.7%; further: not every result past the cut was called active; inactives centre near 0; reference of the scale not given here
Y pestis TopoI – inhibitors of Yersinia pestis topoisomerase I; Y. pestis Topo-I cleavage product accumulation, plate reader; activity, % at 10 µM; 360,000 tested, 0.064% active; in the data active means activity above about 50%, passing the limit was not always enough; inconclusive means no clear call, values can overlap the other calls; further: inactives centre near 2
CCHF vOTU inh – CCHFV vOTU protease inhibition. Pep-AMC fluorescence. inhibition, % at 11.5 µM. 370,000 tested, 0.55% active; in the data active means inhibition above about 30%; further: 0% = vehicle wells with enzyme and 100% = no enzyme wells
Anthrax LF inh2 – inhibitors of Bacillus anthracis lethal factor protease; P15917; inhibition, % at 10 µM; multiplex microsphere protease cleavage assay, LF; AID 588501; 360,000 tested, 0.12% active; further: plate controls were buffer without enzyme for full effect and enzyme alone for no effect
Target sequence (P15917 whole entry, looked up): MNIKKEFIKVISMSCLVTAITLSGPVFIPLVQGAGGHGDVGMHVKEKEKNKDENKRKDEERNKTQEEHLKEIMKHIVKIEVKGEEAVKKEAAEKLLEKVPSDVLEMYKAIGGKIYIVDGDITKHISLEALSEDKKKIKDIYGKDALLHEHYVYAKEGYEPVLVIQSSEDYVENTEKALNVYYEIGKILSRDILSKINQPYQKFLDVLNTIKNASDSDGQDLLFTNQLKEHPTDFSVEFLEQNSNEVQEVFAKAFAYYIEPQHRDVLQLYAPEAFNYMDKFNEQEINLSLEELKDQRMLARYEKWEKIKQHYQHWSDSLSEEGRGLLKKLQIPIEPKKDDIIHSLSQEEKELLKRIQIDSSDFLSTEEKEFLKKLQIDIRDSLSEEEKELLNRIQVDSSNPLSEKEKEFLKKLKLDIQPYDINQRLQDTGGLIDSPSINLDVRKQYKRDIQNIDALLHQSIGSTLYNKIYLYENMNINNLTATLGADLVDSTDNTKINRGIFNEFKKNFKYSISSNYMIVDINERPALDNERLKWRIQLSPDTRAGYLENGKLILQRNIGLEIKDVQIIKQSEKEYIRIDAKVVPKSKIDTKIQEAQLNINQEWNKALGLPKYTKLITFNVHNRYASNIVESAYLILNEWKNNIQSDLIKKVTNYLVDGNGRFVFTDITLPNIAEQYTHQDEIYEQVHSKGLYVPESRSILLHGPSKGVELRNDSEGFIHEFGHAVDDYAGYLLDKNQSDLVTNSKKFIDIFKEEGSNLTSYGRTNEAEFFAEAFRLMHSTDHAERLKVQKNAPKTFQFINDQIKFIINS
SSB-PriA inh – K. pneumoniae PriA-SSBct interaction inhibition; 430,000 tested, 0.6% active; AlphaScreen SSBct-PriA binding, biotinylated peptide; AID 1272365; inhibition, % at 33 µM; in the data active means inhibition mostly above about 37%, no sharp cut-off; inactive means mostly below about 20%;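 further: plate controls were negative control peptide for no effect and reference peptide for full effect; strong numbers were not always called active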
Numbers without * were called inactive; i = inactive; ? = inconclusive; . = not tested or not shown; & = joins results of further samples. Unless noted, no stated cut-off is given here; in the data, active means inhibition above about 30%; inconclusive means no clear call, values can overlap the other calls; inactive means below that. An excerpt; rates above refer to the full screens.

SMILES	TcdB inh	VHR inh abs	PfHsp40 yeast	SARS 3CLpro inh	BoNT A protease	Vc quorum ag	Y pestis TopoI	CCHF vOTU inh	Anthrax LF inh2	SSB-PriA inh
CCCn1c(N)c(N(CCOC)C(=O)c2ccc(N(C)S(=O)(=O)c3ccc(C)cc3)cc2)c(=O)[nH]c1=O	-0.4	.	-0.1	.	?	i	0	-6	?	7
O=C1CCC2(O)C3Cc4ccc(O)c5c4C2(CCN3Cc2ccoc2)C1O5 (stereo unspecified)	0.9	.	.	.	-0.2	i	0	9	-2	.
O=C(CSc1ccc2nnc(-c3cccnc3)n2n1)Nc1ccccc1	0.0	0	-0.4	-3	-0.1	i	5	-1	5	-7
CC(C)NC(=O)CSc1nc(N)c(NC(=O)c2ccccc2F)c(=O)[nH]1	0.7	6	17	4	-0.6	i	3	-12	-1	-2
O=C(COC(=O)c1cccc(S(=O)(=O)N2CCOCC2)c1)NCCc1ccccc1	-1.6	10	-1.3	-3	3.7	i	0	21	0	-13
O=C(CSc1nnnn1-c1cccc2c1CCCC2)N1CCOCC1	2.3	14	-0.8	-4	0.0	1.7	11	-11	-2	-15
O=Cc1cccn1-c1ccccc1	-1.2	18	0.6	.	-0.3	-0.5	-1	1	-6	-8
CCn1cc(CN2CCC(Oc3ccc(C(=O)N4CCCCC4)cc3)CC2)cn1	-0.7	28	-3.3	-3	2.2	0.7	6	-1	2	-7
CCCSc1nc2c3c(sc2c(=O)[nH]1)CC(C)(CC)OC3 (stereo unspecified)	0.4	1	0.0	0	-0.5	3.0	1	-2	-5	-10
COc1ccc(CCNC(=O)c2ccc(Cl)c(S(=O)(=O)N3CCCCCC3)c2)cc1	2.7	.	1.4	.	0.4	-4.2	15	3	-5	-10
C=CCOc1ccc2c(c1)CCC1C2CCC2(C)C(O)C(O)CC12 (stereo unspecified)	3.0	.	5.1	.	-0.4	i	8	11	-1	7
CCN(CC)CCOCCOC(=O)C(CC)(CC)c1ccccc1	0.9	13	.	-2	0.5	i	-1	0	-2	-8
O=C(CS(=O)(=O)Cc1ccccc1)NCc1ccco1	-0.2	-15	-0.4	1	-0.1	-0.3	-1	-1	0	-5
C=CCN1C(=Nc2ccccc2)SC/C1=C\C(=O)OC	.	28	0.8	2	0.6	i	10	-8	-3	-2&-60
CCOC(=O)CCCCC(=O)NC(CO)C(=O)NC (stereo unspecified)	.	-10	0.0	-3	0.2	i	-9	2	-6	5
NNC(=O)c1cccc(O)c1	.	-23	-0.8	-8	0.3	1.0	3	-10	-3	-11
Cc1cc(C)cc(NC(=O)N(CCC#N)Cc2cccs2)c1	0.7	19	2.8	2	-2.5	-1.9	-4	-19	0	-4
COc1ccc(-n2c(C)cc(-c3csc(NC(=O)c4ccc(S(=O)(=O)N(C)C)cc4)n3)c2C)cc1	.	-3	-0.5	2	1.0	-1.4	-9	-5	-4	5
Nc1c(N=O)c(=O)[nH]c(=O)n1-c1ccccc1	1.6	.	-1.0	.	-0.1	-0.9	-12	0	1	-10
Cc1ccc(-c2cc(C(=O)Nc3c(C)n(C)n(-c4ccccc4)c3=O)no2)cc1	0.4	-18	-1.4	3	-1.1	0.3	1	-8	0	-7
O=C(NCC1=C(c2cccc3ccccc23)C[C@@H]2CC[C@H]1N2Cc1ccco1)c1cccs1	1.1	.	.	.	-0.3	-0.6	0	1	-1	.
O=C(COC(=O)CCSc1ccccc1)NCc1ccc(F)cc1	1.1	-2	0.1	0	-0.6	i	16	-13	4	-5
O=S(=O)(c1ccccc1)c1nc(-c2ccco2)oc1Nc1ccccc1	0.4	-6	-0.5	-1	-2.6	-0.2	5	-8	-2	0
COc1ccc(OC)c(NC(=O)CCNC(=O)c2ccco2)c1	-1.2	1	0.4	2	-2.8	-0.2	-5	-3	-15	-1
CCCn1nc2ccccc2c1P(=O)(N1CCOCC1)N1CCOCC1	.	21	-0.7	1	-0.2	-0.6	-10	-11	0	-2
(next part)
SMILES	TcdB inh	VHR inh abs	PfHsp40 yeast	SARS 3CLpro inh	BoNT A protease	Vc quorum ag	Y pestis TopoI	CCHF vOTU inh	Anthrax LF inh2	SSB-PriA inh
NC(N)=Nc1ccc(N=C(N)N)cc1	1.4	10	0.2	4	0.2	-18	-13	-5	-9	-15
CCn1cc(C(=O)N[C@@H](C)C(=O)NCCCn2ccnc2)c(=O)c2cc3c(cc21)OCO3	2.1	17	-0.8	-2	0.9	i	2	-4	0	-24
O=C(CN(c1cccc(Br)c1)S(=O)(=O)c1ccccc1)N/N=C/c1cc([N+](=O)[O-])ccc1O	0.4	.	247*	.	0.3	i	-16	15	-7	.
CCOc1ccc(S(=O)(=O)N2CCC(C(=O)NCCc3ccccc3)CC2)cc1	0.0	5	-1.2	-3	-4.0	-2.0	6	8	2	-7
O=[N+]([O-])c1c(O)c(Cl)cc(Cl)c1Cl (tested in a mixture with another compound)	-1.1	.	-2.3	.	-0.3	i	7	1	0	.
Cc1ccc(NC(=O)C2CCN(C(=O)NCc3ccccc3)CC2)cc1C	0.8	21	-0.9	2	0.4	-0.2	3	3	-4	7
COc1cccc(C(=O)CC(=O)C(=O)Nc2cc(Cl)c(OC)cc2OC)c1	0.9	16	-0.3	2	-0.7	-7.9	-1	-10	2	9
COc1ccc(-c2oc(=O)c3cc(OC)c(OC)cc3c2C#CC2(O)CCCCC2)cc1	1.9	.	-1.1	.	1.0	i	1	-12	3	-14
CCCCNC(=O)C[C@@H]1C[C@@]2(C(=O)OCC)CCC=C2N(Cc2ccccc2)C1=O	0.5	.	.	.	-0.1	.	.	5	2	.
CC1CCc2c(sc3nc(CN4CCN(S(=O)(=O)c5ccccc5[N+](=O)[O-])CC4)[nH]c(=O)c23)C1 (stereo unspecified)	.	-22	-0.2	2	-0.2	-1.6	-2	-2	-8	3
CC(C)CCOc1ccc(/C=C2\CCn3c2nc2cc(C(=O)O)ccc2c3=O)cc1	1.4	56*	-1.0	4	-0.5	-0.4	-12	2	0	-6
CCc1nc2ccc(C(=O)N3CCN(S(=O)(=O)CC)CC3)cn2c1N(C=O)CCC(C)C	1.1	.	.	.	-0.2	-0.3	-8	2	-6	.
O=C(CCS(=O)(=O)c1ccccc1)N1CCOCC1	0.8	11	-1.3	-1	-0.3	-1.1	-1	-16	-1	3
CS(=O)(=O)c1ccc2nc(NC(=O)CCS(=O)(=O)c3ccccc3)sc2c1	-3.4	5	0.3	2	0.0	-0.2	1	10	-2	3
CN1CCN(c2ccc(N)cc2)CC1	.	10	-0.3	-6	5.6	-0.4	-22	8	-56	10
CN1C(=O)CC(C(=O)Nc2ccccc2F)SC1=Nc1ccc2c(c1)OCO2 (stereo unspecified)	0.3	13	0.5	2	-1.1	-0.3	4	-8	-4	-1
Nc1nccnc1C(=O)OCC(=O)N1CCN(S(=O)(=O)c2ccc(Cl)cc2)CC1	0.6	.	0.8	.	-3.6	2.3	5	-117	-1	-13
CCOC(=O)C1C2C=CC3(CN(Cc4ccccc4)C(=O)C13)O2 (stereo unspecified)	0.5	-19	-1.1	5	0.0	i	4	-3	2	-10
COC(=O)[C@]1(Cc2ccccc2)N[C@H](CN(C)C(=O)c2ccc(F)cc2)[C@@H]2C(=O)N(Cc3ccccc3)C(=O)[C@@H]21	-0.6	.	2.2	.	-0.7	i	25	0	-3	8
CCN1C(=O)C(CC(=O)Nc2ccc(OC)cc2)N(Cc2cccs2)C1=S (stereo unspecified)	1.7	-4	0.0	2	?	-0.2	0	3	-2	-19
CC(C)Oc1cccc(NC(=O)C2(C)CCCN2C(=O)C(C)C)c1 (stereo unspecified)	-4.1	.	.	.	-0.4	-9.5	5	-1	4	.
CCc1nn(CC(=O)NCCCN2CCN(C)CC2)c(=O)c2cc3sc(C)cc3n12	1.2	7	0.0	-1	2.3	-0.2	-2	21	-2	4
Cc1cc(=O)oc2cc(OCc3cc4c(cc3Cl)OCO4)ccc12	.	10	-1.3	-7	-0.4	i	4	3	1	2
COc1cc(-c2nc(-c3ccncc3)no2)cc(OC)c1OC	.	-6	-0.5	-7	0.5	i	-1	-5	-2	-12
CC(CCl)n1c(=O)c2ccccc2n1S(C)(=O)=O (stereo unspecified)	-4.6	.	.	.	-0.7	.	.	7	-3	.

Ordered by SMILES length (lowest first): 9 of the compounds above
SMILES	TcdB inh	VHR inh abs	PfHsp40 yeast	SARS 3CLpro inh	BoNT A protease	Vc quorum ag	Y pestis TopoI	CCHF vOTU inh	Anthrax LF inh2	SSB-PriA inh
O=C(CCS(=O)(=O)c1ccccc1)N1CCOCC1	0.8	11	-1.3	-1	-0.3	-1.1	-1	-16	-1	3
O=[N+]([O-])c1c(O)c(Cl)cc(Cl)c1Cl (tested in a mixture with another compound)	-1.1	.	-2.3	.	-0.3	i	7	1	0	.
CC(CCl)n1c(=O)c2ccccc2n1S(C)(=O)=O (stereo unspecified)	-4.6	.	.	.	-0.7	.	.	7	-3	.
COc1cc(-c2nc(-c3ccncc3)no2)cc(OC)c1OC	.	-6	-0.5	-7	0.5	i	-1	-5	-2	-12
CCOC(=O)C1C2C=CC3(CN(Cc4ccccc4)C(=O)C13)O2 (stereo unspecified)	0.5	-19	-1.1	5	0.0	i	4	-3	2	-10
COc1cccc(C(=O)CC(=O)C(=O)Nc2cc(Cl)c(OC)cc2OC)c1	0.9	16	-0.3	2	-0.7	-7.9	-1	-10	2	9
CCc1nc2ccc(C(=O)N3CCN(S(=O)(=O)CC)CC3)cn2c1N(C=O)CCC(C)C	1.1	.	.	.	-0.2	-0.3	-8	2	-6	.
CCn1cc(C(=O)N[C@@H](C)C(=O)NCCCn2ccnc2)c(=O)c2cc3c(cc21)OCO3	2.1	17	-0.8	-2	0.9	i	2	-4	0	-24
CC1CCc2c(sc3nc(CN4CCN(S(=O)(=O)c5ccccc5[N+](=O)[O-])CC4)[nH]c(=O)c23)C1 (stereo unspecified)	.	-22	-0.2	2	-0.2	-1.6	-2	-2	-8	3

Additional structures:
SMILES	TcdB inh	VHR inh abs	PfHsp40 yeast	SARS 3CLpro inh	BoNT A protease	Vc quorum ag	Y pestis TopoI	CCHF vOTU inh	Anthrax LF inh2	SSB-PriA inh
Cc1cc(C)c(OCC(=O)OC(C)C(=O)NC2CC2)c(C)c1 (stereo unspecified)	0.3	-4	-0.1	6	-0.5	0.4	-6	-10	-1	-25
N#Cc1cccc(NC(=O)COC(=O)c2ccccc2Sc2ccccc2C#N)c1	0.1	22	-1.1	0	0.5	i	-4	2	0	6
N#Cc1ccc(Cl)cc1NC(=O)COC(=O)c1ccc2c(c1)OCCO2	-0.2	27	-0.2	-4	0.6	0.4	-10	4	-3	-17
C/C=C\C=C\C(=O)Nc1cccc(C2=NOC3(C2)C[C@@H](C(N)=O)N(C(=O)C(c2ccccc2)c2ccccc2)C3)c1 (stereo partly specified)	-0.5	-31	24	.	-1.3	-0.6	13	2	-9	22
Cc1ccc(-n2cc[nH]c2=S)cc1C	.	2	17	-1	-2.1	i	2	-7	1	5
COc1cccc(Cn2cc(C(=O)NCCN(C)C)nn2)c1	-5.1	-5	-0.4	-3	-0.5	i	-4	-7	-8	-10
CC1(C)CC(=O)C(C(=S)Nc2ccc(F)cc2)=C(NCCN2CCOCC2)C1	.	7	-1.9	-2	-0.3	-0.4	14	-11	-1	4
Cc1ccc(/C=C/C(=O)Nc2nnc(SCc3ccc(C#N)cc3)s2)o1	-0.7	60*	-0.7	3	-0.6	i	-5	5	0	-5
Cc1ccc2c(CC(=O)N(C)c3c(N)n(Cc4ccccc4)c(=O)[nH]c3=O)coc2c1	1.3	.	1.9	.	1.3	-4.0	-1	-9	-3	-3

Screening data deposited in PubChem by several laboratories.
